# mHtt clearance: mutant huntingtin protein clearance. HeLa Exon1htt(103Q)mCFP, aggregate imaging; zero = plate's median compound well. hit rate 0.42% among 47,000. AID 853. inhibition, % at 1.5 µM;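 active = inhibition of aggregate fluorescence above about 70%, also judged a hit by eye on the cell image, limit read from the data, passing the limit was not always enough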;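 note: cells exposed to compound for three days before fixation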
# mHtt clearance grain fraction: further read-out of mHtt clearance, marked with its call; fraction fluorescence in grains; measured here: aggregate grain fluorescence fraction; active compounds read low;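 scaled fraction of total cell fluorescence in grains with unit not stated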
# * hit, by the source's call.
Compound	mHtt clearance	mHtt clearance grain fraction
Clc1ccc(Br)cc1-c1nc(-c2ccncc2)no1	-12	19
CCC1(C)Cc2ccccc2/C(=C/C(=O)N2CCCCC2)N1 (stereo not drawn)	28	26
COc1ccc(CC(=O)Nc2ccc3c(c2)CCC3)cc1S(=O)(=O)N1CCOCC1	-3	23
COc1cccc(C2CC(c3cccs3)=NN2C(=O)CSC2=NN3CCCC(=O)N=C3S2)c1OC (stereo not drawn)	-8	52
CCOc1ccc(N2C(=O)CN=C2Nc2ccccc2F)cc1	97*	1.3*
Cn1nnc(C(O)CNCc2cccs2)n1 (stereo not drawn)	-107	43
C=CCn1c(SCC(=O)c2c(N)n(C)c(=O)n(C)c2=O)nc2sc(C)c(C)c2c1=O	1	43
C=CCSc1nc(C)c2cc(C)cc(C)c2n1	-22	34
Cc1ccc(-c2cc(-c3ccc4c(c3)OCO4)c(C#N)c(N)n2)o1	-14	23
Cn1c(SCC(=O)NCc2ccc3c(c2)OCO3)nnc1C1COc2ccccc2O1 (stereo not drawn)	-10	40
O=C(Nc1cccc(NC(=O)c2ccc(-c3cccc(Br)c3)o2)c1)c1ccco1	56	15
CCOC(=O)N1CCN(c2cc(=O)n(-c3cccc(Br)c3)c(=O)[nH]2)CC1	-12	35
Cc1ccc(C(=O)OCC(=O)N2CC(=O)Nc3ccccc32)s1	7	39
CCC(C)[C@@H](C(=O)Nc1ccc2c(c1)OCO2)N1Cc2ccccc2C1=O (stereo partly drawn)	1	47
CC1CC(Nc2ccccc2)c2ccccc2N1C(=O)c1cccnc1 (stereo not drawn)	-49	28
OC1(c2ccc(F)cc2)CCN(Cc2nnnn2Cc2cccs2)CC1	12	30
CCOc1ccc(NC(=O)C2CCN(S(=O)(=O)c3c(C)n[nH]c3C)CC2)cc1	-36	44
COc1cc(CCC(=O)OCC(=O)Nc2ncc(Cl)cc2Cl)cc(OC)c1OC	-124	47
Cc1cc(C)nc(NS(=O)(=O)c2ccc(NC(=O)c3ccco3)cc2)n1	-27	43
CC1CN(C(=O)c2cccc(C(=O)N3CC(C)OC(C)C3)c2)CC(C)O1 (stereo not drawn)	1	22

# Next section, starting with the last seven of the part before.
Compound	mHtt clearance	mHtt clearance grain fraction
CCC(C)[C@@H](C(=O)Nc1ccc2c(c1)OCO2)N1Cc2ccccc2C1=O (stereo partly drawn)	1	47
CC1CC(Nc2ccccc2)c2ccccc2N1C(=O)c1cccnc1 (stereo not drawn)	-49	28
OC1(c2ccc(F)cc2)CCN(Cc2nnnn2Cc2cccs2)CC1	12	30
CCOc1ccc(NC(=O)C2CCN(S(=O)(=O)c3c(C)n[nH]c3C)CC2)cc1	-36	44
COc1cc(CCC(=O)OCC(=O)Nc2ncc(Cl)cc2Cl)cc(OC)c1OC	-124	47
Cc1cc(C)nc(NS(=O)(=O)c2ccc(NC(=O)c3ccco3)cc2)n1	-27	43
CC1CN(C(=O)c2cccc(C(=O)N3CC(C)OC(C)C3)c2)CC(C)O1 (stereo not drawn)	1	22
CCCCN(CCCC)CCNC(=O)Cc1nc2c(c(=O)[nH]c(=O)n2C)n1C	-34	26
CCOc1ccc(C(=O)CCNC(Cc2cnc[nH]2)C(=O)O)cc1 (stereo not drawn)	-36	30
COc1ccc(S(=O)(=O)N(C)CC(=O)Nc2ccc3c(c2)OCO3)cc1OC	18	16
O=C(NCCN1CCCCC1)/C(=N\O)c1ccccc1	-27	44
Cc1nn(Cc2ccccc2)c(N)c1C#N	30	16
CCc1ccc(N2CC34C=CC(O3)C(C(=O)OC)C4C2=O)cc1 (stereo not drawn)	2	30
C/C(N)=C(/C#N)C(=O)CSc1nnc(Nc2ccccc2C)s1	11	37
COc1ccc(C)cc1S(=O)(=O)N(C)CC(=O)Nc1ccccc1	36	12
CCCOC(=O)c1ccc(OCC(O)CN2CCN(C(=O)c3ccccc3)CC2)cc1 (stereo not drawn)	14	17
O=c1c2ccccc2sn1-c1ccc(S(=O)(=O)N2CCCCC2)cc1	27	14
CCOC(=O)c1cc2c(=O)n3cccc(C)c3nc2n(CCCOC)c1=NC(=O)c1cccnc1	2	36
COc1cc(NS(=O)(=O)c2ccc(F)cc2)c(C(=O)O)cc1OC	25	30
CCCOC(=O)CSc1nnc(-c2cc(OC)c(OC)c(OC)c2)o1	-16	46
COC(=O)c1cc(C)sc1NC(=O)c1cccnc1	28	14
Fc1ccc2nc(N3CCCCC3)sc2c1	0	17
COc1ccc(CNC(=O)COc2ccc(S(=O)(=O)NC(C)C)cc2)cc1	4	18
CCCCC(=O)Nc1ccc(C(=O)NCCCn2ccnc2)cc1	45	11
Cc1ccc(S(=O)(=O)Nc2ccc(NC(=O)CN3CCCCC3)cc2)cc1	25	14
COc1cc(CNn2cnnc2)ccc1OCC(=O)NC(C)(C)C	11	33
Cc1cc(C(=O)Nc2cccc(O)c2)c(C)o1	31	14
CC(Sc1nc(N(C)C)nc(N2CCOCC2)n1)C(=O)Nc1ccccc1 (stereo not drawn)	-84	33
COc1cccc(OCCn2cc(C(=O)c3ccco3)c3ccccc32)c1	58	7.1
COCCCNC(=O)C(C#N)c1nc2ccccc2nc1N1CCCC1 (stereo not drawn)	-4	45
O=C(OCCOCCN=C1NS(=O)(=O)c2ccccc21)C1CC(=O)N(c2ccccc2)C1 (stereo not drawn)	37	23
Cc1ccc2nc(NC(=O)CSCC(=O)OCC(=O)c3ccc(Br)cc3)sc2c1	-42	54
Cn1ncc(C#N)c1NC(=O)c1nn2cccnc2c1Cl	12	15
CC(C)CNS(=O)(=O)c1ccc(CCC(=O)N2CCOCC2)cc1	1	19
N#Cc1c(-c2ccc(Cl)cc2)nc2n(c1=O)CCCS2	-11	43
COc1cc(OC)c(OC)cc1CN1CCN(S(=O)(=O)c2ccc(F)cc2)CC1	-18	38
Clc1ccccc1-c1nn2c(COc3ccccc3)nnc2s1	7	19
COc1ccc(C(=O)NCc2nnc(SCC(=O)Nc3cc(C)cc(C)c3)o2)cc1OC	-16	22
CC(=O)Nc1ccc(NC(=O)COC(=O)Cc2cccs2)cc1	19	18
COCCNCCOCCOc1ccc(Cl)c(C)c1	6	19
Cc1[nH]nc2c1C1(C(=O)N(Cc3ccc(Cl)cc3)c3ccccc31)C(C#N)=C(N)O2 (stereo not drawn)	20	13
O=C(NC1CCCCC1)N1CCCC(c2nc(-c3cccs3)no2)C1 (stereo not drawn)	6	41
Cc1cc(C)n(-c2nc3ccccc3nc2N2CCN(C(=O)c3ccc(Cl)cc3)CC2)n1	-4	17
COc1ccc2cc(C(=O)N3CCCCCC3)sc(=O)c2c1OC	-22	50
CCSc1nc(N2CCOCC2)c2ccccc2n1	30	15
CCOc1ccc(OC(=O)c2cccnc2)cc1	-10	41
CN1CCN(C(=O)c2ccc(COc3ccc(C(C)(C)C)cc3)o2)CC1	-38	53
Cc1ccn(C(=O)c2cc3cc(Cl)ccc3oc2=O)n1	-26	25
CCOC(=O)c1sc2nc3c(cc2c1N)COC(C)(CC)C3 (stereo not drawn)	-3	40
COC(=O)N/N=C/c1ccc([N+](=O)[O-])o1	3	19
O=C(NC1C=CS(=O)(=O)C1)c1sc2ccccc2c1Cl (stereo not drawn)	20	15
CCOC(=O)c1cc2sc(C)cc2n1CC(=O)Nc1ccc2c(c1)OCCO2	-28	37
CCN(CC)S(=O)(=O)c1ccc(NCc2ccccc2)nc1	20	31
CC(=O)OCCn1c(Br)nc2c1c(=O)[nH]c(=O)n2C	24	26
COc1cc(OC)cc(C(=O)N2CCN(Cc3ccccc3C(F)(F)F)CC2)c1	6	36
CCCCCSc1nc(N2CCOCC2)c2c(c1C#N)CC(C)(C)OC2	-44	50
O=C1CC(c2ccc(F)cc2)CC(O)=C1C=NCCN1CCN(C(=O)Nc2ccccc2)CC1 (stereo not drawn)	25	27
COc1ccccc1N1CCN(Cc2ccco2)CC1	0	42
CCOc1nnc(C)c2c(C)n(-c3ccc(Cl)cc3)nc12	74*	9.7*
Cc1[nH]c2ccccc2c1CCC(N)=O	68	10
CCOC(=O)/C=C/S(=O)(=O)c1ccc(NC(C)=O)cc1	26	14
Cc1cccc(N2CCN(C(=O)CCc3nc4ccccc4[nH]3)CC2C)c1 (stereo not drawn)	-7	44
CN1C(=O)CS(=O)c2ccc(C(=O)NCCC3=CCCCC3)cc21 (stereo not drawn)	13	43
COc1ccccc1-c1nnc(SCC(=O)NCc2c(C)c(Cl)cc(C(C)C)c2O)o1	10	17
CC(C)c1nc2ccc(NC(=O)C34CC5CC(CC(C5)C3)C4)cc2[nH]1	-46	33
COc1cc(OC)c(NC(=O)CS(=O)(=O)Cc2nc(-c3ccc(C)cc3)oc2C)cc1Cl	28	34
COC(=O)c1ccccc1NC(=O)c1c(Br)cnn1C	-2	44

# 2 records picked at random from the list so far:
Compound	mHtt clearance	mHtt clearance grain fraction
CC(C)c1nc2ccc(NC(=O)C34CC5CC(CC(C5)C3)C4)cc2[nH]1	-46	33
COc1cccc(OCCn2cc(C(=O)c3ccco3)c3ccccc32)c1	58	7.1

# Other results.
Compound	mHtt clearance	mHtt clearance grain fraction
Cn1c(=O)c2c(-c3ccccc3F)c3c(nc2n(C)c1=O)-c1ccccc1C3O (stereo not drawn)	-28	24
NC(=O)c1ccc(-n2nnnc2SCc2ccccc2)cc1	-10	36
O=S(=O)(NCCc1cn2ccccc2n1)c1cccs1	-43	48
Cc1ccc(CNC(=O)CSc2c3c(nc4ccc(Cl)cc24)CCCC3)o1	-231	102
Cc1cc2oc(C(=O)N(Cc3ccco3)C3CCS(=O)(=O)C3)cc(=O)c2cc1Cl (stereo not drawn)	-52	26
COc1ccc(S(=O)(=O)N2CCC(C(=O)Nc3nnc(CCN4CCCCC4)s3)CC2)cc1	-14	39
COc1cc(-c2nc(-c3ccc(NC(=O)c4ccc5c(c4)OCO5)cc3)no2)cc(OC)c1OC	9	17
Cc1cccc(NC(=O)CSc2nnc(-c3ccncc3)n2C)c1	16	31
NNC(=O)COc1cccc2cccnc12	23	14
Cc1noc(C)c1COc1cccc(C(=O)Nc2ccc(OCc3ccccc3)cc2)c1	44	22
Cc1ccc(NCCNc2ccc(C)cc2)cc1	19	28
CC(=O)NC1CC2CCCC(C1)N2CC(=O)Nc1ccccc1 (stereo not drawn)	-28	47
CCOc1ccc(S(=O)(=O)N(CC(=O)O)c2ccccc2)cc1	47	12
O=C(NCc1cccnc1)c1cn(-c2ccccc2)nc1-c1cccs1	48	18
O=C(OCCCC(=O)N1CCOCC1)c1ccccc1	48	11
Cc1ccc(S(=O)(=O)Nc2nc3ccccc3nc2NCc2ccco2)cc1	15	17
COc1ccc(OCc2nc(N)nc(Nc3cccc(C)c3C)n2)cc1	-7	42
COc1ccc(C(=O)NCc2ccccc2OC)cc1	-25	23
Cc1cc(Cl)ccc1Oc1cccc(C(=O)/C(C#N)=C/N(C)C)c1	34	16
Cc1ccc(-c2cc(C(=O)NC3=NCCS3)c3cc(Br)ccc3n2)o1	27	15
CSCC[C@H](NC(=O)Nc1cccc(C(F)(F)F)c1)C(=O)O	-34	53
CCOC(=O)N1CCN(C(=O)CNC(=O)Cc2ccc(Cl)cc2)CC1	7	16
Cc1ccc(C(=O)COc2nc(C)cc(C)c2C#N)cc1	-31	52
COCCNC(=O)c1cn(Cc2c(F)cccc2Cl)nn1	-100	80
CCNC(=S)NS(=O)(=O)c1ccc(CC)cc1	8	28
CNc1nc(-c2ccccc2)nnc1C(F)(F)F	-78	69
COc1ccc(NC(=O)C2c3cc(OC)c(OC)cc3C(=O)N(C)C2c2cccnc2)cc1OC (stereo not drawn)	22	29
Cn1c(SCC(=O)c2ccc3c(c2)OCO3)nnc1C1COc2ccccc2O1 (stereo not drawn)	23	26
CSc1nnnn1-c1cccc(O)c1	-64	35
c1ccc(-n2cnc3cc(NCc4ccncc4)ccc32)cc1	17	28
Cc1cc(C)n(CCCNC(=O)c2ccc3c(c2)NC(=O)CS3)n1	9	18
O=C(Cc1cccs1)N1CCN(c2nc(-c3ccc(Cl)cc3)cs2)CC1	23	28
COc1ccc(-c2nnc(-c3ccc(OCC(C)C)cc3)o2)cc1	10	35
c1ccc(-n2ncc3c(N4CCCC4)ncnc32)cc1	3	34
CCOC(=O)C1=C(C)NC(=O)NC1c1ccc(Br)s1 (stereo not drawn)	15	19
C=CCn1c(COc2cccc3cccnc23)nnc1SCC(=O)O	14	17
Cc1cc(C)nc(Nc2nc3ccccc3[nH]2)n1	-7	20
CCCn1c(=O)c2ccccc2n2c(SCCOc3ccccc3F)nnc12	15	14
O=C1CC(Cc2ccccc2)C(=O)N1Cc1ccco1 (stereo not drawn)	-46	30
COc1ccc2nc(SCC(=O)N3CCN(c4ccc(F)cc4)CC3)c(C#N)cc2c1	8	17
O=C(O)Cn1nc2ccccc2n1	-11	22
COC(=O)C1=C(C)NC(C)=C(C(=O)OC)C1c1ccccn1	-83	34
O=S(=O)(c1ccc(S(=O)(=O)N(Cc2cccs2)CC2CCCO2)cc1)N1CCCCC1 (stereo not drawn)	25	30
Cc1ccc(Cl)cc1N1CCN(S(=O)(=O)c2ccc3c(c2)oc(=O)n3C)CC1	20	28
CC1C(=NO)C(C)C(c2ccc(N(C)C)cc2)NC1c1ccc(N(C)C)cc1 (stereo not drawn)	31	23
CCC(C)NC(=O)CN(C)S(=O)(=O)c1ccc2c(c1)c(=O)n(C)c(=O)n2C (stereo not drawn)	16	39
O=C(Cn1cccc1C(=O)c1ccccc1)NCc1ccco1	4	38
Cc1ccccc1Cn1cc(NC(=O)c2cc(-c3cccs3)on2)cn1	24	27
O=C(CSc1ncn(-c2ccccc2)n1)Nc1nc2ccccc2s1	-69	35

# Source: PubChem

# The list is partial, so the mix of outcomes need not match the whole.
